CAL PDZ FP-1 = inhibitors of human CAL PDZ peptide binding | Q9HD26 | purified CAL PDZ, TMR-peptide fluorescence polarization, 1 h | inhibition, % at 24.9 µM | actives 0.92% (n = 300,000) | AID 602252;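 active = mean inhibition of at least 30% with at least half of replicates also reaching 30%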;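 note: 0% = DMSO neutral control and 100% = excess unlabeled competitor peptide PRC23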
DAGLB inh = blocks human DAGLB lipase activity. Q8NCG7. inhibition, % at 5.17 µM. actives 0.059% (n = 340,000). HEK293T DAGLB membrane lysate, EnzChek fluorogenic substrate. AID 504411; in the data active = inhibition above about 34%;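 note: 0% = enzyme with vehicle and 100% = wells lacking enzyme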
LANA DNA inh = inhibitors of KSHV LANA C-terminal domain DNA binding | AID 504423 | inhibition, % at 9 µM | MBP-C-LANA/FAM-LBS DNA binding, fluorescence polarization | actives 0.078% (n = 340,000);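 active = highest replicate inhibition at or above 60% at 9 µM, even if other replicates fall short; inactive = all replicates below 60% inhibition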;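 note: 0% = neutral control wells and 100% = 4 µM acridine orange control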
NSD2 inh = NSD2 (human) methyltransferase inhibition; NSD2 peptide methylation, AlphaScreen, 120 min; inhibition, % at 12.5 µM; actives 0.54% (n = 310,000); O96028; AID 743445; in the data active = inhibition above about 50%
Arr AP2 block = human beta-arrestin and AP2 interaction inhibition; AID 504490; inhibition, % at 10 µM; FITC-arrestin peptide / GST-AP2 beads, flow cytometry; AP2 beta2 appendage carries R879A mutation; actives 0.31% (n = 340,000);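 active = inhibition above a set limit, near 3 SD of compounds lacking own fluorescence, cut at about 54% in these data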;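 note: plate controls were DMSO wells for no effect and 5 µM unlabelled arrestin peptide for full effect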
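System: GST-AP2 R879A glutathione beads. Medium: PBS with 0.05% Tween 20 and 0.1% BSA. Also added: FITC-arrestin peptide, 50 nM. Incubation: 12 min plus 1 h, RT. Measured by: high-throughput flow cytometry of beads, ex 488, em 535 nm. Evaluation: percent drop in bead-associated FITC signal.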
DSG3 Ab inh = blocks pemphigus antibody binding to human desmoglein-3; P32926; DSG3-coupled beads, scFv-anti-DSG3-GFP binding, flow cytometry; hits give low values; binding (percent of control), % at 10 µM; actives 0.48% (n = 310,000);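 active = binding more than 3 SD below its plate's average and above zero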;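 note: hits lower antibody fragment binding to DSG3; some compounds called inactive have numbers as strong as hits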
CAL PDZ FP-2 = human CAL PDZ-peptide interaction inhibition. Q9HD26. purified CAL PDZ, TMR-peptide fluorescence polarization, 1 h. inhibition, % at 20 µM. actives 0.02% (n = 330,000). AID 504414;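 active = highest replicate inhibition of at least 40%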;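 note: plate controls were DMSO neutral control wells for no effect and unlabeled competitor peptide control wells for full effect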
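material = purified tagged CAL PDZ domain construct (CerCALP) | compound dosing = 20 µM, one dose | times = 1 h at RT | measured by = fluorescence polarization from S- and P-plane intensities, G-factor corrected | read-out = inhibition from polarization loss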
RTF Ca sens inh = cardiac RTF calcium desensitization | P19429+P45379 | IANBD-labeled cardiac RTF, Ca2+ fluorescence | inhibition, % at 7.15 µM | actives 0.12% (n = 340,000) | AID 493244;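 active = inhibition above the mean inhibition of all tested compounds plus 3 SD, cut at about 17% in these data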;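 note: assay run at fixed EC70 calcium of 1.6 mM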
Keap1-Nrf2 PPI = disrupts human Keap1 binding to Nrf2 peptide; Keap1 Kelch-Nrf2 peptide fluorescence polarization, 1536-well; inhibition, % at 9.4 µM; actives 0.15% (n = 340,000); in the data active = inhibition above about 12%;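 note: human Keap1 Kelch domain with fluorescein labeled Nrf2 9mer peptide probe; 0% = neutral control wells and 100% = peptide positive control; higher means more block of Keap1 binding to Nrf2 peptide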
Target sequence (Q14145 whole entry, looked up, the tested form may be a part): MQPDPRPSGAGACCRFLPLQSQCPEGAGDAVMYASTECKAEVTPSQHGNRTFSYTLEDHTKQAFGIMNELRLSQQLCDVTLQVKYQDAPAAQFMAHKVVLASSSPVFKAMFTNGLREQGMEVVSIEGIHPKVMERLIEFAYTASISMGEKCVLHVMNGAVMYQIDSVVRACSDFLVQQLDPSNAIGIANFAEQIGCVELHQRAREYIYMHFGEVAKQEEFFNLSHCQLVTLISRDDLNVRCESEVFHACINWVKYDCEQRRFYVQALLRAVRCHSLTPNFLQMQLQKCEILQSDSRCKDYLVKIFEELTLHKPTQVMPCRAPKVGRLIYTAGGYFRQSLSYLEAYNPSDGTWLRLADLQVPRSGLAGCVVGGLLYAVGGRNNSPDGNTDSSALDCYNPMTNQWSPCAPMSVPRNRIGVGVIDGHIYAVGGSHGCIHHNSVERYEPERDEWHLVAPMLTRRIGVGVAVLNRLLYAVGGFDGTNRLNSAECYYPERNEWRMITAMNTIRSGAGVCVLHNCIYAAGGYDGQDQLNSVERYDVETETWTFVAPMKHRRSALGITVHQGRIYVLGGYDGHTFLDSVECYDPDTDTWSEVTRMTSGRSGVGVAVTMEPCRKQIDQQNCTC
V-ATPase pH = alters yeast V-ATPase proton transport; actives 0.37% (n = 350,000); S. cerevisiae, pHLuorin cytosolic pH fluorescence; response, % at 10 µM; in the data active = response mostly above about 7.3%, no sharp cut-off; inactive = mostly below about 5.4%; note: actives read high; inactives centre near 0; some compounds called inactive have numbers as strong as hits; reference of the scale not given here
* = called active by the depositor; nt = not tested or not shown.

SMILES	CAL PDZ FP-1	DAGLB inh	LANA DNA inh	NSD2 inh	Arr AP2 block	DSG3 Ab inh	CAL PDZ FP-2	RTF Ca sens inh	Keap1-Nrf2 PPI	V-ATPase pH
Cc1cccc(N/C=C/c2onc(C)c2[N+](=O)[O-])c1	0	11	1.7	-1	8	109	1.3	2	-5	-1
CC1(C)CC(=O)C(C=Nc2ccccc2C(=O)O)=C(O)C1	-4	0	0.2	3	-7	105	0.8	-6	-8	6
COCCNC(=O)Cn1nc(C)c2ccccc2c1=O	-1	-1	-0.2	-3	9	87	nt	-6	-1	-1
CCC(=O)Nc1cc(C(F)(F)F)ccc1N1CCCC1	-102	-2	1.3	-3	-3	90	0.1	6	2	0
COc1nc(OC)nc(Oc2ccc(Cl)cc2[N+](=O)[O-])n1	-1	0	-2.6	1	-22	126	-2.6	-11	-2	-2
COc1ccc(/C=C/c2c(-c3ccc(OC)cc3)sc3cc(OC)c(OC)cc23)cc1	-4	-6	0.1	nt	-18	90	0.3	-1	-8	-2
Cc1cc(C)c(S(=O)(=O)Nc2ccc3[nH]c(=O)[nH]c3c2)c(C)c1	30	1	0.2	-1	34	107	-2.2	-7	-1	2
CC(Sc1nc(N)cc(N)n1)C(=O)Nc1ccc(N2CCOCC2)cc1 (centres undefined)	-9	4	-2.7	2	0	nt	-11	-10	-3	-2
C[C@H](CO)N1C[C@H](C)[C@@H](CN(C)S(=O)(=O)c2ccccc2)Oc2ccc(NC(=O)Cc3ccccc3)cc2C1=O	-2	-2	1.5	nt	-3	108	-1.2	0	0	-2
CN(C(=S)NC1=CCS(=O)(=O)C1)C1CCCCC1	-5	-2	1.5	33	-21	106	1.3	-3	-7	-2
COCCCNC(=O)Cn1cc(C(=O)C2CC2)c2ccccc21	-4	2	0.4	-4	5	103	nt	-1	-8	-2
Cc1cccc(-c2nc(C#N)c(N3CCC(C)CC3)o2)c1	-8	-1	-0.7	7	6	106	nt	0	-5	7
NC(=O)C1CCN(C(=O)c2ccc(-c3ccccc3)cc2)CC1	1	-1	0.6	-1	6	105	-1.4	-26	-6	2
Cc1ccccc1-c1noc(N)c1C#N	-2	0	-0.7	1	3	109	-0.3	-2	-9	2
O=C(NCc1ccco1)c1ccc(N2CCCCC2)c([N+](=O)[O-])c1	-4	3	-0.3	5	4	113	-0.6	6	1	2
O=C(NNC(=O)c1ccccc1-c1ccccc1C(=O)O)c1cccc([N+](=O)[O-])c1	nt	3	-0.2	-1	5	92	-0.3	-12	-3	2
O=C(Nc1ccc(CN2CCOCC2)cc1)c1cccc(F)c1	nt	2	-0.9	-1	-8	102	-2.0	-1	-4	4
CC(C)[C@H]1CN=C2N(C[C@H](C)NC(=O)CCC3CCCCC3)[C@H](Cc3ccc(O)cc3)CN21	1	0	1.4	nt	-3	98	-2.4	-7	0	3
O=C(CN1C(=O)NC2(CCCC2)C1=O)NCC1CCCO1 (centres undefined)	-1	3	-0.8	-3	12	89	-2.7	1	-4	6
O=C(NC(O)C(=O)c1ccc(F)cc1)c1ccc(F)cc1 (centres undefined)	5	-1	-2.0	-1	17	106	1.0	-5	2	8
Cc1cccc(NC(=O)N2CCC(NC(=O)c3ccco3)CC2)c1	1	3	0.8	-2	4	93	nt	11	-5	-3
C[C@H](NC(=O)C1CC(=O)N(c2ccc3c(c2)OCO3)C1)C(=O)NC1CCCCC1 (some centres undefined)	-3	-1	-0.5	-5	22	100	-3.3	-5	5	-4
CCCCNc1nc(-c2ccccc2)nc(-n2ccnc2)n1	-2	0	-0.6	-2	9	94	-4.2	8	-2	-1
CCN1CCN(C(=S)Nc2ccc3nc(N4CCN(CC)CC4)cc(C)c3c2)CC1	nt	0	-1.6	28	-9	109	-0.2	-7	-1	6
COc1ccccc1CN1CC(C(=O)N(C)Cc2nc(C)cs2)CCC1=O (centres undefined)	-1	-1	-0.9	-4	-1	nt	-2.5	-3	-5	1
CCOc1ccc(C(=O)Nc2cccc3cccnc23)cc1	-3	-10	-0.2	1	0	80	0.8	-5	5	3
CCc1ccc(NC(=O)c2ccc(S(=O)(=O)NCc3cccnc3)cc2)cc1	0	-3	1.1	-6	2	100	-1.1	1	-3	2
Cc1ccc(C2=Nc3c(ccc4ccccc34)C(c3ccncc3)=NN2)cc1	-4	6	-1.5	5	5	84	-0.9	-1	4	-3
COCCn1c(-c2cccc([N+](=O)[O-])c2)nc2c1c(=O)[nH]c(=O)n2Cc1ccccc1	4	2	0.6	9	3	85	-2.8	-1	2	-2
CCSc1nnc(NC(=O)CSc2nc3c(c(=O)n2CC)SC(C)C3)s1 (centres undefined)	-3	1	1.0	1	22	103	2.0	-2	-5	-2
Cc1c(C(=O)N(C)Cc2ccccc2)oc2ccc(S(=O)(=O)N3CCCC3)cc12	1	0	2.0	0	-6	98	-2.2	2	3	-2
COc1ccccc1C(=O)NC(=O)Nc1nc(-c2ccccc2)cc(C(F)(F)F)n1	-7	-1	2.4	0	-11	100	-0.8	-2	4	-1
CC(C)[C@H](NC(=O)c1ccccc1F)C(=O)Nc1ccc2c(c1)OCO2	-3	0	-0.3	0	-4	nt	-1.9	-5	0	-2
CCOc1ccccc1N1CCN(C(=O)c2cc(-c3cccnc3)nc3c(Cl)cccc23)CC1	2	2	1.2	nt	13	103	-3.0	-4	-1	0
COc1ccc(NC(=O)c2ccccc2SC)cc1OC	nt	-3	-0.6	nt	8	106	-1.6	3	-2	0
COc1cccc(C(=O)NCC2CCCN(C(=O)c3ccc(C=O)cc3)C2)c1OC (centres undefined)	-3	0	-0.4	0	35	102	-0.6	-2	0	5
COc1ccc(Br)cc1S(=O)(=O)Nc1ncccc1C	nt	1	2.0	2	-17	111	-1.1	-10	-4	5
CC(=O)Nc1ccc(OCC(O)Cn2c(C(C)C)nc3ccccc32)cc1 (centres undefined)	0	2	5.8	37	14	102	-1.1	-6	-2	-1
CCOC(=O)C(=O)N/N=C/c1ccc(F)cc1	nt	0	-0.6	0	-7	111	-0.1	-5	-4	-1
CCOCCCNC(=O)c1cc2c(s1)-c1ccccc1SC2	-1	-1	-1.8	1	9	91	-1.5	-8	-6	0

A draw from above in order of number of heavy atoms, smallest number first.
SMILES	CAL PDZ FP-1	DAGLB inh	LANA DNA inh	NSD2 inh	Arr AP2 block	DSG3 Ab inh	CAL PDZ FP-2	RTF Ca sens inh	Keap1-Nrf2 PPI	V-ATPase pH
CCOCCCNC(=O)c1cc2c(s1)-c1ccccc1SC2	-1	-1	-1.8	1	9	91	-1.5	-8	-6	0
C[C@H](NC(=O)C1CC(=O)N(c2ccc3c(c2)OCO3)C1)C(=O)NC1CCCCC1 (some centres undefined)	-3	-1	-0.5	-5	22	100	-3.3	-5	5	-4
O=C(NNC(=O)c1ccccc1-c1ccccc1C(=O)O)c1cccc([N+](=O)[O-])c1	nt	3	-0.2	-1	5	92	-0.3	-12	-3	2

Continuation:
SMILES	CAL PDZ FP-1	DAGLB inh	LANA DNA inh	NSD2 inh	Arr AP2 block	DSG3 Ab inh	CAL PDZ FP-2	RTF Ca sens inh	Keap1-Nrf2 PPI	V-ATPase pH
O=C(Nc1nncs1)c1cccc(S(=O)(=O)N2CCCC2)c1	-17	3	-0.7	-11	5	124	-0.7	-8	-3	8
COc1nc(-c2ccccc2)ccc1-c1noc(-c2cccs2)n1	-2	-3	2.6	-4	0	nt	-1.0	0	0	-1
CCN(CC)c1ccc(S(=O)(=O)N2CCOCC2)cc1NC(=O)COC(=O)/C=C/c1ccccc1	nt	-7	-2.2	-1	0	91	-3.8	-1	-2	1
O=C(Nc1ccc(O)c(-c2nc3ccccc3s2)c1)c1cc(=O)c2ccccc2o1	2	1	0.4	-1	19	133	-2.5	-3	-8	-7
CN1CCCCCC1=Nc1ccc([N+](=O)[O-])cc1	nt	0	6.4	57*	16	107	0.1	-1	-3	7
CCOc1ccc(NC(=O)CCC(=O)NNC(=O)c2ccco2)cc1	-1	0	0.5	-2	-27	nt	-0.6	-9	-5	9.2*
CCOC(=O)[C@H]1CCC[C@@H](NS(=O)(=O)c2ccc(NC(C)=O)cc2)C1	-1	-2	0.1	0	-2	105	-0.4	5	1	-2
CCOC(=O)CN1C(=O)N[C@@H](c2ccco2)C(C(=O)OC)=C1C	-4	2	1.7	nt	0	101	0.2	0	0	-5
O=C(O)c1ccc2c(c1)N(Cc1ccc(F)cc1)C(=O)c1ccccc1S2	nt	4	0.0	-2	-4	103	0.0	4	-3	-3
Cc1nn(CC(=O)NCC(C)c2ccccc2)c(=O)c2cc(-c3ccccc3)nn12 (centres undefined)	0	0	0.5	nt	-7	100	-0.6	-4	1	0
CCOC(=O)c1cccc(NC(=O)c2cc3sccc3n2C)c1	nt	-3	0.1	-2	10	102	-2.3	0	1	2
Cc1ccc2cccc(Oc3nnnn3-c3ccccc3)c2n1	-1	-3	0.2	-9	0	70	-0.9	-11	-4	-1
O=C(COc1cccc(NC(=O)c2ccco2)c1)c1ccccc1	0	4	-0.4	-1	-7	105	nt	-3	-6	2
CCOc1c2ccc(C(=O)NCCCCc3ccccc3)cc2nn1C	0	-3	0.6	nt	35	107	-1.6	1	-5	-6
CN1CCN(CCNC(=O)Nc2ccccc2C(F)(F)F)CC1	nt	0	-0.7	-3	19	116	-0.9	8	-5	-4
COc1cc(C(=O)Oc2ccc(Br)cc2C(=S)N2CCOCC2)cc(OC)c1OC	-5	-4	-1.9	-2	-9	116	-1.9	-7	-3	-3
N#C/C(C(=O)NCc1ccccc1)=C1/N=C(NC(=O)c2ccco2)c2ccccc21	-8	-2	-3.2	-1	-2	106	0.9	-9	-1	1
C[C@H](CO)N1C[C@H](C)[C@@H](CN(C)C(=O)Nc2ccc3c(c2)OCO3)Oc2ccc(NS(=O)(=O)c3ccccc3)cc2C1=O	1	-3	-1.5	nt	1	101	-0.9	7	-9	3
CC(=O)c1ccc(OC(=O)c2ccc(-n3nc(C)cc3C)cc2)cc1	4	-4	0.4	2	14	105	-0.5	-10	-2	-1
CCCCN(C(=O)C(C)Oc1ccc(Cl)cc1)c1c(N)n(CCCC)c(=O)[nH]c1=O (centres undefined)	-5	-5	0.1	0	5	112	-0.3	-17	3	-3
CCCCn1c(N)c(N(CC(C)C)C(=O)C2CCN(S(=O)(=O)c3ccc(C)c(C)c3)CC2)c(=O)[nH]c1=O	-4	2	-1.0	2	14	117	-1.9	-9	2	-2
Cn1c(N)c(C(=O)COC(=O)/C=C/c2ccc(OC(F)F)cc2)c(=O)n(C)c1=O	7	-1	-0.9	-6	1	98	nt	1	0	10
CN(C)S(=O)(=O)c1ccc2c(c1)c(=O)c(C(=O)N1CCOCC1)cn2C	nt	-3	-0.1	nt	3	109	0.1	-11	-7	-3
COc1ccc(N(CC(=O)N/N=C/c2cccc(OC)c2OC)S(=O)(=O)c2ccccc2)cc1	-1	-3	-0.2	0	10	97	-1.7	0	-5	3
C#CCOCCOCCOCCNc1nc(N2CCN(C(=O)[C@H](CCCCN)n3cc(CC(C)O)nn3)CC2)nc(N2CCN(C(=O)[C@H](Cc3ccc(O)cc3)n3cc(CCO)nn3)CC2)n1 (some centres undefined)	10	2	0.6	nt	-8	95	0.7	4	-7	2

High-throughput results: PubChem BioAssay, several laboratories

Only part of the results is shown (hit frequency here may not be typical).
